# Compound activity as filed in PubChem.
# GalR3 antagonist – human GalR3 antagonism | HEK293 GalR3-CNG cAMP membrane potential fluorescence; galR3 body fused to GalR1 C-terminus | AID 651719 | inhibition, % at 3 µM | 360,000 tested, 0.44% active;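 active means inhibition above the screen-wide average plus 3 SD, cut at about 13% in these data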;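 further: forskolin and galanin both at EC90 stimulate the cells; cAMP rise reported by CNG channel membrane potential dye signal; 0% = forskolin plus galanin with DMSO and 100% = forskolin alone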
# Target sequence (O60755 1-299 limits assumed): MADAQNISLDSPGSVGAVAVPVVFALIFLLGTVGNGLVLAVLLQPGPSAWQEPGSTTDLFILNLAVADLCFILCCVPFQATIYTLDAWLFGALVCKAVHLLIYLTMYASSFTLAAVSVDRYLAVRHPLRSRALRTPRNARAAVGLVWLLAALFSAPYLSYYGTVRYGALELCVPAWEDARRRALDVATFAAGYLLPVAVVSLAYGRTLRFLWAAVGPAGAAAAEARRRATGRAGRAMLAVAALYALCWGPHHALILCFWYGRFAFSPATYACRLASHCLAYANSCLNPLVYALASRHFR
# V1R ag counter – V1a receptor agonism, counter-screen for OXTR agonists | P37288 | CHO-V1R cells, Fluo-8 calcium fluorescence, agonist mode; 0% DMSO, 100% 3 nM vasopressin | activation, % at 3 µM | 320,000 tested, 0.25% active | AID 2797;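 active means activation above the mean activation of all tested compounds plus 3 SD, per screening run, cut at about 20% in these data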;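 further: signal is peak over basal fluorescence ratio across a 100 second FLIPR read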
# M18AAP inhibitor – PfM18AAP enzyme inhibition; 290,000 tested, 1.2% active; recombinant PfM18AAP, H-Glu-NHMec fluorogenic cleavage; inhibition, % at 7.35 µM;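 active means inhibition above the campaign mean inhibition over all tested compounds plus 3 SD, cut at about 28% in these data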;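 further: 0% = plate median of test compound wells and 100% = 2 mM ZnCl2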
# MEKK2 WT-MEK5 – raises or lowers MEK5 binding to wildtype human MEKK2 PB1 domain. Q9Y2U5. bead flow cytometry, Alexa488-MEK5 binding to MEKK2 WT; actives lie on both sides. binding response (% of control), % at 10 µM. 290,000 tested, 1.1% active. AID 1531; in the data active means binding response below about 67% or above about 130%
# NALP1 inh – NALP1 inhibition. S. cerevisiae NALP1/ASC/caspase-1 growth, X-gal OD620, 72 h. inhibition, % at 10 µM. 280,000 tested, 0.61% active. AID 2071; in the data active means inhibition mostly above about 24%, no sharp cut-off; inactive means mostly below about 32%; further: some compounds called inactive have numbers as strong as hits
# GPR7 antag – blocks human GPR7 receptor signaling; P48145; 290,000 tested, 1.1% active; GPR7-expressing cells, fluorescence antagonist assay; inhibition, % at 4.4 µM; in the data active means inhibition above about 16%, passing the limit was not always enough;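 further: cells stimulated with the agonist NPW; 0% = agonist with vehicle and 100% = vehicle without agonist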
# Target sequence (P48145 whole entry, looked up): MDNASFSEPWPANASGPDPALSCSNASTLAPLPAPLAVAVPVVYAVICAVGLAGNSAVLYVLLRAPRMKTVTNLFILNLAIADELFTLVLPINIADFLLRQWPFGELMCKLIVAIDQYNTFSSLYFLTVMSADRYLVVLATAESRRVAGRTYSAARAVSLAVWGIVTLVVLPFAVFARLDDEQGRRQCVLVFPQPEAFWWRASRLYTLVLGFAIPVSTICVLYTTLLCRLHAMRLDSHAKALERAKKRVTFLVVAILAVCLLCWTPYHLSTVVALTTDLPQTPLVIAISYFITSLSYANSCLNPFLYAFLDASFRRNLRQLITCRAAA
# OXTR potentiator – potentiators of human oxytocin receptor | P30559 | CHO-OTR cells, Fluo-8 calcium fluorescence, potentiator mode; 0% = oxytocin EC15, 100% = EC100 | activation, % at 3 µM | 320,000 tested, 0.061% active | AID 2445;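 active means activation above that plate's cutoff, the mean activation of tested compounds plus 3 SD, cut at about 6.6% in these data, passing the limit was not always enough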;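 further: 100% uses oxytocin at 75 nM as the full agonist control; some results filed as inactive read as strong as hits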
# Target sequence (P30559 whole entry, looked up): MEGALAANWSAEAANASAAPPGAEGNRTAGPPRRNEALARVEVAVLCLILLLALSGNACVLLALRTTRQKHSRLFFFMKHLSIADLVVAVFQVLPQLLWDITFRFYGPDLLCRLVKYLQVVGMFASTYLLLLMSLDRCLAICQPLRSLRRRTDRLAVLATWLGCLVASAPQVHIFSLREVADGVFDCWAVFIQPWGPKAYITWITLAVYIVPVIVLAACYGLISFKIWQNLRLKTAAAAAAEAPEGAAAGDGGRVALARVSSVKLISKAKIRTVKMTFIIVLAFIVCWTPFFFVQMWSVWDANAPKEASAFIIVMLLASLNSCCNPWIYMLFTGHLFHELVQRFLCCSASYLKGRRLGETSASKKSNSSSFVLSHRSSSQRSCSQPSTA
#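 Replication – single well per compound, singlicate · Assay system – CHO cell line stably expressing human OTR · Timing – 6 min pre-incubation, 100 s read · Measure – normalized max/min fluorescence ratio, % activation · Doses – 3.0 µM, one dose · Detection – Fluo-8 calcium dye fluorescence · Probe or stimulus – oxytocin near EC15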
# OXTR ag – agonists of human oxytocin receptor; P30559; CHO-OTR cells, Fluo-8 calcium fluorescence; normalized: DMSO 0%, oxytocin 100%; activation, % at 3 µM; 320,000 tested, 0.32% active; AID 2435;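 active means activation above the mean of all tested compounds plus 3 SD, cutoff set per screening run, cut at about 20% in these data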;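 further: peak over basal fluorescence ratio from a 100 s FLIPR kinetic read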
# MEKK2mut PB1 HTS – signal of MEK5 binding to mutant human MEKK2 PB1 domain | bead flow cytometry, Alexa488-MEK5 binding to MEKK2 mutant | percent response, % at 10 µM | 290,000 tested, 0.35% active | AID 1530; in the data active means percent response above about 24%, passing the limit was not always enough; further: inactives centre near 1; some results filed as inactive read as strong as hits
# Numbers without * were called inactive; x = no result given. Outcome played no part in choosing rows (roughly 4.1% active in at least one column).
No.	canonical_smiles	GalR3 antagonist	V1R ag counter	M18AAP inhibitor	MEKK2 WT-MEK5	NALP1 inh	GPR7 antag	OXTR potentiator	OXTR ag	MEKK2mut PB1 HTS
1	Cc1ccc(S(=O)(=O)N2CCC(C(=O)N3CCCC3C(=O)N[C@@H](CC(C)C)C(=O)NCC(N)=O)CC2)cc1 (stereo partly drawn)	-3	-0.2	-1	95	10	-1	-5	0.1	-3
2	CN1CCN(CC(O)COc2ccc(C34CC5CC(CC(C5)C3)C4)cc2)CC1 (stereo not drawn)	-4	x	3	235*	0	0	x	x	56*
3	CC1CCCC(C)N1C(=O)CSc1nc(N)c(-c2ccccc2)c(=O)[nH]1 (stereo not drawn)	-3	0.3	-2	98	27	-4	-3	0.1	-1
4	O=C(O)CCC(=O)NCC1OCCc2ccccc21 (stereo not drawn)	-1	1.4	-2	94	23	-5	-3	0.2	-8
5	COc1ccc(C(=O)Nc2ccccc2C(=O)NC(Cc2ccc(O)cc2)C(=O)NNC(=O)c2ccccc2)cc1 (stereo not drawn)	13*	1.1	-1	94	-46	-15	-7	-1.8	-2
6	Cc1cc(C(=O)CN2C(=O)NC(c3ccccc3)(c3ccccc3)C2=O)c(C)n1Cc1ccccc1	6	1.5	1	94	9	-11	-7	1.0	0
7	C[C@H](CO)N1C[C@H](C)[C@@H](CN(C)S(=O)(=O)c2ccccc2)Oc2c(NC(=O)CCC(F)(F)F)cccc2C1=O	-4	0.6	x	x	x	x	2	0.8	x
8	Cc1nc([N+](=O)[O-])nn1C12CC3CC(CC(Cl)(C3)C1)C2	-12	-0.7	-3	100	17	1	-12	-1.0	1
9	CCn1c(=O)cc(C(=O)OC)sc1=Nc1ccc(F)c(F)c1	x	-1.7	21	99	-2	-15	-4	-2.2	5
10	CN1/C(=C/C2CC(=O)N(c3cccc4ccccc34)C2=O)C(C)(C)c2ccccc21 (stereo not drawn)	-2	0.7	1	96	7	10	-10	0.6	-3
11	O=C(CS(=O)(=O)c1ccc(F)cc1)N1CCN(c2ccccc2)CC1	-2	0.2	x	x	x	x	1	0.2	x
12	Cc1cc(C)n2nc(SCc3ccccc3)nc2n1	0	-0.2	2	107	9	-14	-9	-1.0	5

# Profiles from above.
# `Cc1nc([N+](=O)[O-])nn1C12CC3CC(CC(Cl)(C3)C1)C2` is entered as GalR3 antagonist = -12; V1R ag counter = -0.7; M18AAP inhibitor = -3; MEKK2 WT-MEK5 = 100; NALP1 inh = 17; GPR7 antag = 1; OXTR potentiator = -12; OXTR ag = -1.0; MEKK2mut PB1 HTS = 1
# `O=C(CS(=O)(=O)c1ccc(F)cc1)N1CCN(c2ccccc2)CC1` is entered as GalR3 antagonist = -2; V1R ag counter = 0.2; M18AAP inhibitor = x; MEKK2 WT-MEK5 = x; NALP1 inh = x; GPR7 antag = x; OXTR potentiator = 1; OXTR ag = 0.2; MEKK2mut PB1 HTS = x

# Remaining list, next part:
No.	canonical_smiles	GalR3 antagonist	V1R ag counter	M18AAP inhibitor	MEKK2 WT-MEK5	NALP1 inh	GPR7 antag	OXTR potentiator	OXTR ag	MEKK2mut PB1 HTS
13	Cc1cccc(-n2c(CNC(=O)c3ccc(S(=O)(=O)N4CCCC4)cc3)n[nH]c2=S)c1	-8	0.4	4	100	-7	-15	-4	-0.3	5
14	Cc1oc2cc3oc(=O)c(CCC(=O)N4C[C@H]5C[C@@H](C4)c4cccc(=O)n4C5)c(C)c3cc2c1C	3	-0.5	7	105	1	-7	9	-1.0	3
15	O=C(COC(=O)c1ccccc1F)c1ccc(-n2nncc2-c2ccco2)cc1	-7	1.1	-10	94	7	22*	-6	1.1	-2
16	O=C(Nc1nc(-c2ccccc2Cl)cs1)c1cccnc1	-6	6.3	7	99	18	-5	-5	6.0	-2
17	Cc1cccc(CN2CCN(C(=O)c3cccc4ccccc34)CC2)c1	-3	-0.5	-5	106	18	-4	1	0.3	4
18	O=C1c2ccccc2S(=O)(=O)N1CCS(=O)(=O)c1ccc(F)cc1	-6	3.8	-7	98	-2	-6	-9	1.2	4
19	Cc1cc(=O)n2c3ccccc3n(CC(O)CN3CCCCC3)c2c1C#N (stereo not drawn)	-9	0.4	-4	101	14	-4	3	-1.1	2
20	CC(C)(C)OC(=O)N[C@@H](Cc1c[nH]c2ccccc12)c1nnc(SCC(N)=O)o1	-1	0.3	-2	100	3	-3	1	1.9	-1
21	CC(=O)Nc1ccc(NC(=O)COc2cccc3c2OC(C)(C)C3)cc1	-6	-0.3	-9	104	-6	-9	-13	-1.3	-2
22	O=C(Cc1cccs1)NNC(=O)c1ccc(F)cc1	-3	-0.6	3	107	-51	-2	-2	0.2	3
23	CCN(C(=O)COC(=O)CNS(=O)(=O)c1ccc(SC)c([N+](=O)[O-])c1)C1CCCCC1	-2	0.7	x	x	x	x	-12	0.6	x
24	O=C(CC1CCCCC1)NCc1nc(-c2ccccc2)no1	-6	-0.4	-1	104	x	-9	-3	1.1	-10
25	c1ccc(OCCCCN2CCCCC2)cc1	-5	x	3	104	20	-8	x	x	3
26	CCCS(=O)(=O)N1CCN=C1SCc1ccc(F)cc1	-7	0.2	-3	99	4	0	-5	-1.5	7
27	CCCc1cc(C(=O)Nc2cc(OC)c(Cl)cc2OC)no1	x	-0.9	6	x	6	-10	-5	-1.3	x
28	COc1ccccc1/C=C/C(=O)NCCC1=CCCCC1	-8	-1.6	1	72	25	12	-8	-1.5	-9
29	O=c1ccc2ccc(Oc3ccc(Cl)cc3[N+](=O)[O-])cc2o1	1	0.0	4	104	4	-6	-4	0.0	0
30	CC(NCc1ccc(S(N)(=O)=O)cc1)C(=O)N1c2ccccc2CC1C (stereo not drawn)	-5	0.6	-7	106	x	-4	-2	-0.6	1
31	O=C(CSc1nnc2ccccn12)Nc1cccc(S(=O)(=O)N2CCOCC2)c1	4	0.3	-6	108	34	-2	-1	-0.1	0
32	O=C(c1ccc2c(c1)OCCO2)C1CCN(C(=O)c2ccc(F)c(F)c2)CC1	-8	3.3	-2	105	-5	10	-5	4.2	2
33	NC(=O)C1(S(=O)(=O)c2ccccc2)CCCCC1	1	2.0	-1	107	15	-18	9	1.1	10
34	CC(C)Cc1nnc(NC(=O)CN2C(=O)C3CCCCC3C2=O)s1 (stereo not drawn)	-1	0.8	x	x	x	x	-8	0.8	x
35	C[C@H](NC(=O)OCc1ccccc1)c1nnc([C@H](Cc2ccccc2)NC(=O)OC(C)(C)C)o1	-6	-1.0	x	98	x	x	-9	-0.7	5
36	O=c1cc(-c2ccc(Cl)cc2)nc(N2CCN(c3ccccc3)CC2)[nH]1	-9	0.9	-2	95	11	-5	-4	0.4	1
37	O=C(c1cc2ccccc2oc1=O)N(c1ccccc1)C1C=CS(=O)(=O)C1 (stereo not drawn)	-3	-0.4	-6	95	12	12	-2	0.0	-1
38	CCOc1ccc(-c2nc(S(=O)(=O)c3ccccc3)c(N3CCC(C(N)=O)CC3)o2)cc1	-1	0.9	0	104	15	-5	-6	0.6	0
39	COC(=O)[C@H](CCSC)NC(=O)NCc1cccs1	-7	-0.2	-1	100	9	-1	-2	0.2	5
40	O=C(CC1CCCC1)NCCS(=O)(=O)N1CCN(c2ccccc2F)CC1	-3	0.1	x	x	x	x	-7	-1.7	x
41	CSc1ccccc1NC(=O)CN(C)CC(=O)Nc1cccc(Br)c1	-6	1.1	0	116	-4	4	-4	-0.3	1
42	CCN(CC(=O)Nc1c(F)cccc1F)C(=O)c1ccc(=O)n(Cc2ccccc2)n1	-3	-0.9	2	109	-1	-14	-5	-1.4	9
43	CCOc1ccc(S(=O)(=O)Nc2cccc(C(=O)N(C)CC(=O)Nc3cccc(OC)c3)c2)cc1	1	0.3	x	x	x	x	-7	1.7	x
44	COc1ccc(CC(=O)Nc2ccc(-c3noc(-c4cccc(OC)c4)n3)cc2)cc1	-5	-0.9	-15	99	11	-8	-14	0.0	0
45	CN=C(Nc1ccc(C)c(C)c1)SC1CC(=O)N(c2ccc(OC)cc2)C1=O (stereo not drawn)	-7	-0.1	1	94	3	-8	-6	-1.4	-9
46	CC1Cc2ccccc2N1C(=O)C1CC(=O)N(c2ccccc2)C1 (stereo not drawn)	-7	-0.1	-1	93	-2	21	-11	0.0	1
47	COc1ccc(SCCN2CC[C@@H](C(C)(C)C)CCC2=O)cc1	-4	-1.4	x	x	x	x	-8	-1.9	x
48	[O-]/C(=C(\C(=S)NCc1ccccc1)[n+]1ccccc1)c1ccc(Cl)cc1	4	-0.7	4	100	-12	2	0	-0.8	2
49	O=c1[nH]cnc2c1c(-c1ccccc1)cn2-c1ccc(Br)cc1	-2	-0.3	1	99	0	-9	6	-0.5	3
50	c1ccc(N2CCN(c3ncccn3)CC2)cc1	4	1.1	-3	103	26*	-11	-12	11	1
51	Cc1cccc(NC(=O)CSc2nnc(-c3n[nH]c4ccccc34)o2)c1	-4	4.0	13	95	28	5	-7	3.4	0
52	CC(NC(=O)CSc1n[nH]c(N)n1)c1ccccc1 (stereo not drawn)	-5	0.1	-5	100	5	-5	-1	0.1	2
53	CCCCn1c(N)c(N(CCOC)C(=O)c2c(-c3ccccc3)noc2C)c(=O)[nH]c1=O	-3	-0.9	x	x	x	x	-2	0.1	x
54	N#Cc1ccsc1NC(=O)CN1C(=O)NC2(CCCCC2)C1=O	-1	3.3	-4	97	16	-8	-6	-0.2	-4
55	CCC1(C)N([O-])C(C)=C(c2ccccc2)[N+]1=O (stereo not drawn)	4	0.6	-1	103	-15	28*	-16	0.3	7

# An excerpt from above in order of count of non-hydrogen atoms, high to low:
No.	canonical_smiles	GalR3 antagonist	V1R ag counter	M18AAP inhibitor	MEKK2 WT-MEK5	NALP1 inh	GPR7 antag	OXTR potentiator	OXTR ag	MEKK2mut PB1 HTS
6	Cc1cc(C(=O)CN2C(=O)NC(c3ccccc3)(c3ccccc3)C2=O)c(C)n1Cc1ccccc1	6	1.5	1	94	9	-11	-7	1.0	0
35	C[C@H](NC(=O)OCc1ccccc1)c1nnc([C@H](Cc2ccccc2)NC(=O)OC(C)(C)C)o1	-6	-1.0	x	98	x	x	-9	-0.7	5
23	CCN(C(=O)COC(=O)CNS(=O)(=O)c1ccc(SC)c([N+](=O)[O-])c1)C1CCCCC1	-2	0.7	x	x	x	x	-12	0.6	x
15	O=C(COC(=O)c1ccccc1F)c1ccc(-n2nncc2-c2ccco2)cc1	-7	1.1	-10	94	7	22*	-6	1.1	-2
40	O=C(CC1CCCC1)NCCS(=O)(=O)N1CCN(c2ccccc2F)CC1	-3	0.1	x	x	x	x	-7	-1.7	x
47	COc1ccc(SCCN2CC[C@@H](C(C)(C)C)CCC2=O)cc1	-4	-1.4	x	x	x	x	-8	-1.9	x
24	O=C(CC1CCCCC1)NCc1nc(-c2ccccc2)no1	-6	-0.4	-1	104	x	-9	-3	1.1	-10
28	COc1ccccc1/C=C/C(=O)NCCC1=CCCCC1	-8	-1.6	1	72	25	12	-8	-1.5	-9
8	Cc1nc([N+](=O)[O-])nn1C12CC3CC(CC(Cl)(C3)C1)C2	-12	-0.7	-3	100	17	1	-12	-1.0	1
39	COC(=O)[C@H](CCSC)NC(=O)NCc1cccs1	-7	-0.2	-1	100	9	-1	-2	0.2	5
33	NC(=O)C1(S(=O)(=O)c2ccccc2)CCCCC1	1	2.0	-1	107	15	-18	9	1.1	10
55	CCC1(C)N([O-])C(C)=C(c2ccccc2)[N+]1=O (stereo not drawn)	4	0.6	-1	103	-15	28*	-16	0.3	7
